Screening data: PubChem BioAssay, several laboratories
Hep lipid drop – modulators of hepatic lipid droplet formation | inhibition, % at 6.5 µM | AML12 mouse hepatocytes, oleate lipid droplets, BODIPY imaging | 0.4% of 240,000 active;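 active means lipid droplet intensity inhibited by at least 50%, with more than 500 cells counted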
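Material – AML12 mouse liver cells · Also added – oleate loading, 100 µM · Compound dosing – 6.5 µM single-point dosing · Times – overnight treatment with compound plus oleate · Measured by – fluorescence imaging, 20x objective, two fields per well · Read-out – percent inhibition of filter-corrected integrated lipid droplet intensity per well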
T cell HTS – T cell immune modulators affecting CD8 T cell-vesicle binding. 2C CD8+ T cell-vesicle binding, flow cytometry; stronger effect = lower value. calls only at 7 µM. 0.068% of 330,000 active. AID 2052;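 active means response, share of CD8 T cells binding vesicles, and their 90th percentile fluorescence all below set limits, cut at about 80% in these data, passing the limit was not always enough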
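System: murine 2C transgenic CD8+ T lymphocytes; also added: QL9-loaded Drosophila micro-vesicles; times: binding 1.5 h at 37 °C; measured by: flow cytometry, PE anti-B7-1 (FL2) versus Alexa647 anti-CD8 (FL8), PFA-fixed; control set: Peptide-free naked vesicles (low) and QL9 vesicles with 0.7% DMSO vehicle (high)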
Salmonella PhoP GFP – inhibitors of PhoP regulon expression, primary screen, Salmonella Typhimurium, GFP reporter (AID 1863). 0.16% of 300,000 active. S. Typhimurium PhoP-regulated promoter GFP reporter, 4 h; higher % means a stronger effect. one-dose inhibition, % at 50 µM; IC50 in µM for titrated hits;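 active means inhibition over 29.93%, a cutoff 3 SD above the screen mean, later confirmed by dose response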;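 further: 0% = low Mg2+ inducing control and 100% = high Mg2+ repressing control; strong numbers were not always called active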
Hep lipid drop cells 6.5 µM – further read-out of Hep lipid drop, marked with its call; cell count; measured here: cell count, cytotoxicity flag;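 cells counted across two imaged fields per well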
T cell HTS vesicle-bound % – also measured in T cell HTS; calls as there; double positive events, %; measured here: CD8+ vesicle-bound cell fraction;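 binding gate set so that unloaded-vesicle control wells show 10% double positive cells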
Starred values were filed as active, the others as inactive; i = inactive. An excerpt; rates above refer to the full screens.

Values run as follows: Hep lipid drop | Hep lipid drop cells 6.5 µM | T cell HTS | T cell HTS vesicle-bound % | Salmonella PhoP GFP
- Cn1c(Nc2ccc(F)cc2)nc2ccccc21
→ 8 | 824 | i | 57 | 8%
- CCOc1cccc(C(c2c(C)n(C)n(-c3ccccc3)c2=O)c2c(C)n(C)n(-c3ccccc3)c2=O)c1OC
→ -33 | 414 | i | 25 | -5%
- CCOC(=O)CCNC(=O)c1ccc2nc(C3CCCCC3)oc2c1
→ 7 | 810 | i | 50 | 3%
- CCC(C(=O)NC1CCCC1)N(C(=O)c1snc(C(N)=O)c1N)c1ccc(C)cc1C (stereo not drawn)
→ -6 | 729 | i | 18 | -2%
- COc1ccc(NC(=O)N2CCCC2C(=O)Nc2cccc(C)c2C)cc1 (stereo not drawn)
→ -18 | 715 | i | 33 | 10%
- C=C1CCC[C@]2(C)C[C@H]3OC(=O)C(CNC(CC)CO)[C@H]3CC12 (stereo partly drawn)
→ -2 | 846 | i | 13 | 5%
- COc1ccc(OC)c(S(=O)(=O)N/N=C(/C)c2ccc3c(c2)OCO3)c1
→ -2 | 800 | i | 60 | 2%
- O=C(CCS(=O)(=O)c1ccc(F)cc1)Nc1nc(-c2ccccn2)cs1
→ -6 | 743 | i | 18 | 4%
- CCOc1ccc(CNC(=O)C2CCN(c3nn4c(=O)cc(C)nc4s3)CC2)cc1
→ -10 | 729 | i | 53 | 3%
- CS(=O)(=O)N1CCN(Cc2cc(=O)n3ccsc3n2)CC1
→ 3 | 842 | i | 59 | -6%
- CCc1ccc(/C=C2/SC(=S)N(CCC(=O)NCCCN3CCOCC3)C2=O)cc1
→ -9 | 845 | i | 62 | 1%
- CCOC(=O)C/C(=N\Nc1ncnc2ccccc12)c1ccccc1
→ -14 | 663 | i | 42 | 2%
- CCC(C)NC(=O)c1cn(CC)c2cc(N3CCN(C(=O)c4ccco4)CC3)c(F)cc2c1=O (stereo not drawn)
→ -54 | 648 | i | 20 | -4%
- CC(=O)Nc1ccc(NC(=O)C2CCCN2S(=O)(=O)c2cccc(C(F)(F)F)c2)cc1 (stereo not drawn)
→ 0 | 799 | i | 19 | -2%
- CS(=O)(=O)N1CCN=C1SCc1ccc(Br)cc1
→ 24 | 726 | i | 13 | -8%
- Cc1cc(=O)n2nc(N3CCC(C(=O)NCC(C)c4ccccc4)CC3)sc2n1 (stereo not drawn)
→ -23 | 731 | i | 32 | 0%
- CCOc1ccc(N2CC(C(=O)NCCc3c[nH]c4ccc(C)cc34)CC2=O)cc1 (stereo not drawn)
→ -10 | 753 | i | 34 | 9%
- CCOc1ccccc1CN1CCCC(CNS(=O)(=O)c2ccc(OC)cc2)C1 (stereo not drawn)
→ -7 | 719 | i | 15 | -4%
- COc1ccc(-c2cc(C)no2)cc1S(=O)(=O)N1CCN(c2ccccc2F)CC1
→ -32 | 744 | i | 5 | -9%
- CC1(C)c2[nH]c3ccccc3c2C[C@H]2C(=O)N(CCCO)CC(=O)N21
→ 2 | 803 | i | 52 | -3%
- O=C(O)CC1(CC(=O)Nc2cccc(C(=O)O)c2)CCCC1
→ 10 | 703 | i | 18 | -13%
- COc1ccc(C(=O)Nc2ccc(NC(=O)C3CC3)cn2)cc1
→ -7 | 755 | i | 24 | -6%
- COc1ccc(OC)c(NC(=O)c2nc(S(=O)(=O)Cc3ccccc3)ncc2Cl)c1
→ -1 | 705 | i | 1 | -3%
- CC(=O)c1cccc(NC(=O)N2CCCC2C(=O)NC2CCCC2)c1 (stereo not drawn)
→ 3 | 829 | i | 54 | 10%
- O=C(Nc1nncs1)C12CC3CC(CC(C3)C1)C2
→ -11 | 803 | i | 54 | -1%
- CN(Cc1cccc(Cl)c1Cl)CC(O)COc1ccccc1 (stereo not drawn)
→ -24 | 693 | i | 31 | 10%
- O=C(CN1CCN(c2ccccn2)CC1)Nc1ccccc1F
→ 11 | 846 | i | 49 | 8%
- CCCN(CCC)S(=O)(=O)c1ccc(C(=O)N2CCN(C)CC2)cc1
→ 8 | 873 | i | 54 | 9%
- O=S(=O)(c1ccc(OC(F)(F)F)cc1)N1CCCC(N2CCOCC2)C1 (stereo not drawn)
→ -2 | 761 | i | 47 | -4%
- Cc1nn(C(=O)CCC(=O)NCc2cccc(F)c2)c2ccccc12
→ 9 | 754 | i | 30 | -7%

(next part)
Values run as follows: Hep lipid drop | Hep lipid drop cells 6.5 µM | T cell HTS | T cell HTS vesicle-bound % | Salmonella PhoP GFP
- O=C(Cn1cnc([N+](=O)[O-])n1)c1ccccc1
→ -7 | 842 | i | 58 | 2%
- CCOc1ccc(NC(=O)C2CCCN(c3nn4c(=O)cc(C)nc4s3)C2)cc1 (stereo not drawn)
→ -2 | 707 | i | 11 | -3%
- COc1ccccc1NC(=O)c1c(C)nn(-c2ccccc2)c1Cl
→ -8 | 821 | i | 67 | 1%
- CCCCc1ccc(NC(=O)Nc2cnccn2)cc1
→ -4 | 810 | i | 9 | -6%
- O=C(c1cccc(Oc2c(Cl)cccc2[N+](=O)[O-])c1)N1CCOCC1
→ 31 | 696 | i | 65 | -5%
- COc1ccc(O)c(CN2CCC(n3nccc3NC(=O)c3ccccc3Cl)CC2)c1
→ 14 | 704 | i | 11 | 1%
- CC(=N\NC(=O)c1ccccc1)/C(=N/O)C(=O)Nc1ccccc1
→ -19 | 740 | i | 44 | 13%
- C=CCSc1nc2sc3c(c2c(=O)n1CC)CCC3
→ 5 | 895 | i | 30 | -7%
- CCN(CC)Cc1c(O)ccc2occ(C(=O)c3ccccc3)c12
→ 15 | 820 | i | 52 | -1%
- CC1=NN(c2cccc(F)c2)C(=O)/C1=C/c1ccc(N(C)C)cc1
→ 5 | 830 | i | 62 | 3%
- CN(C)C(=O)Cn1cc(S(=O)(=O)Cc2ccccc2)c2ccccc21
→ 6 | 766 | i | 25 | -1%
- CS(=O)(=O)c1ccc(NS(=O)(=O)c2ccc3ccccc3c2)cc1
→ 2 | 745 | i | 12 | -3%
- COc1cccc(CN(C)C(=O)c2sccc2-c2ccccc2)c1OC
→ -6 | 699 | i | 69 | -3%
- Cc1n[nH]c(C)c1CCNC(=O)C1CCC(=O)N(Cc2ccccc2F)C1 (stereo not drawn)
→ 1 | 731 | i | 4 | 5%
- CCOc1ccc2c(c1)C(C)=CC(C)(C)N2S(=O)(=O)c1ccc(F)cc1
→ 1 | 847 | i | 12 | -4%
- CCn1cc(CN2CCC(n3nccc3NC(=O)C3CCCC3)CC2)cn1
→ -1 | 678 | i | 23 | 0%
- COc1cccc(N2CCN(S(=O)(=O)c3c(C)[nH]c(C)c3C(=O)N3CCCC3)CC2)c1
→ -18 | 712 | i | 8 | -6%
- O=C(NCCCN1CCCC1)Nc1ccccc1[N+](=O)[O-]
→ 7 | 833 | i | 28 | 5%
- CS(=O)(=O)c1cccc(S(=O)(=O)N2CCN(c3ccccn3)CC2)c1
→ 0 | 835 | i | 64 | -4%
- CC(C)[C@H](NC(=O)N1CCn2c1nc1ccccc12)C(=O)NCC1CCCO1 (stereo partly drawn)
→ -1 | 736 | i | 19 | -9%
- Cc1c[n+](CC(=O)c2ccccc2)c(C)cn1
→ 4 | 849 | i | 68 | -5%
- COC(=O)c1ccc(C2C(C#N)=C(N)Oc3cc(O)ccc32)cc1 (stereo not drawn)
→ -2 | 805 | i | 57 | 8%
- Cc1ccc(C(C)NC(=S)NCc2ccc(F)cc2)cc1C (stereo not drawn)
→ -10 | 830 | i | 12 | 2%
- Cc1ccc2oc(C(=O)N(Cc3ccncc3)CC3CCCO3)c(C)c2c1 (stereo not drawn)
→ 22 | 846 | i | 6 | -7%
- COc1ccc(S(=O)(=O)NC(C)C(=O)NC2CC2)cc1C (stereo not drawn)
→ -5 | 678 | i | 23 | -3%
- COc1ccc(N(CC(=O)N/N=C/c2ccc(N(C)C)cc2)S(=O)(=O)c2ccccc2)cc1
→ 9 | 882 | i | 18 | -3%
- C[C@H]1CNC(=O)C(=O)N1C[C@H](Cc1ccc(O)cc1)NC(=O)CC12CC3CC(CC(C3)C1)C2
→ 5 | 798 | i | 27 | 2%
- CC(C)CNC(=O)c1ccc2c(c1)C(=O)N(Cc1ccco1)C2=O
→ -3 | 802 | i | 60 | 1%
- COCCCC1CCN(C(=O)C2CCC(=O)N(C3CCCC3)C2)CC1 (stereo not drawn)
→ -5 | 588 | i | 7 | -6%
- COc1ccc(C(=O)C2CCN(C(=O)Nc3ccc(C)cc3)CC2)cc1
→ 32 | 733 | i | 8 | -4%

A few values from the entries so far.
Hep lipid drop cells 6.5 µM result of CCOc1ccc(CNC(=O)C2CCN(c3nn4c(=O)cc(C)nc4s3)CC2)cc1 stands at 729
Hep lipid drop result of O=C(O)CC1(CC(=O)Nc2cccc(C(=O)O)c2)CCCC1 stands at 10
Hep lipid drop result of O=C(Cn1cnc([N+](=O)[O-])n1)c1ccccc1 stands at -7
Salmonella PhoP GFP result of CCOc1cccc(C(c2c(C)n(C)n(-c3ccccc3)c2=O)c2c(C)n(C)n(-c3ccccc3)c2=O)c1OC stands at -5%
T cell HTS vesicle-bound % result of CS(=O)(=O)c1cccc(S(=O)(=O)N2CCN(c3ccccn3)CC2)c1 stands at 64
Salmonella PhoP GFP result of CC(=N\NC(=O)c1ccccc1)/C(=N/O)C(=O)Nc1ccccc1 stands at 13%

Next results follow:
Values run as follows: Hep lipid drop | Hep lipid drop cells 6.5 µM | T cell HTS | T cell HTS vesicle-bound % | Salmonella PhoP GFP
- COc1ccccc1C(=O)OCC(=O)NC(C)CCc1ccccc1 (stereo not drawn)
→ -8 | 851 | i | 43 | 1%
- COc1ccc(-n2nc(C(=O)NCC(=O)NCc3cccc(F)c3)c3ccccc3c2=O)cc1Cl
→ 7 | 778 | i | 29 | -8%
- COc1ccc(-c2cc(-c3ccc(Cl)cc3)c(C#N)c(SCC(=O)O)n2)cc1
→ 8 | 871 | i | 21 | -7%
- O=C(Nc1ccccn1)c1ccc(C(=O)Nc2ccccn2)cc1
→ 13 | 871 | i | 51 | -2%
- O=C(NCCCN1CCCC1)c1ccc(CS(=O)(=O)c2ccc(Cl)cc2)o1
→ -2 | 640 | i | 33 | 0%
- NC(=S)NN=C(c1ccccc1)c1ccccc1
→ -2 | 821 | i | 27 | 4%
- CN(Cc1cnccn1)C(=O)C1CCC(=O)N(CCc2ccc(Cl)cc2)C1 (stereo not drawn)
→ -3 | 716 | i | 28 | -7%
- O=C(Nc1ccc(Br)cc1)C1CC(O)CN1C(=O)OCc1ccccc1 (stereo not drawn)
→ 6 | 826 | i | 17 | -4%
- COc1ccc(-c2cc3c(=O)n(CC(=O)NCCCN4CCC(N5CCCCC5)CC4)ncn3n2)cc1
→ 7 | 681 | i | 7 | 9%
- O=S(=O)(c1cccc(-c2cn3ccccc3n2)c1)N1CCCCC1
→ 1 | 722 | i | 26 | -6%
- C[C@H](NC(=O)C1CC(=O)N(c2ccc3c(c2)OCCO3)C1)C(=O)N1CCC(C(=O)O)CC1 (stereo partly drawn)
→ 17 | 692 | i | 8 | 7%
- CC(C(=O)NCCS(=O)(=O)c1ccc(Br)cc1)S(=O)(=O)c1ccc(Cl)cc1 (stereo not drawn)
→ -1 | 765 | i | 64 | -2%
- COc1cc(-n2c(C)nc3cccnc32)c(Cl)cc1C(=O)O
→ -1 | 842 | i | 49 | -1%
- CSc1nnc(N2C(=O)C(O)=C(C(=O)c3ccco3)C2c2cccc(Cl)c2)s1 (stereo not drawn)
→ 36 | 730 | i | 38 | -17%
- CN1CCN(C(=O)/C(=C/c2ccco2)NC(=O)c2ccccc2)CC1
→ 2 | 842 | i | 25 | -3%
- O=C(NC1CCOC1)c1cc(COc2cccc(C(F)(F)F)c2)on1 (stereo not drawn)
→ -18 | 678 | i | 31 | 13%
- Cn1c(=O)c(C(=O)NNC(=O)c2ccccc2Cl)c(O)c2ccccc21
→ -2 | 826 | i | 28 | 3%
- CCC(=O)c1cn(CC(=O)Nc2cccc(C)c2C)c2ccccc12
→ -148 | 637 | i | 57 | -3%
- CC1(C)OC(=O)C=C(CC2NS(=O)(=O)OC3CCCCC23)O1 (stereo not drawn)
→ 9 | 794 | i | 37 | -3%
- Cc1cc(NC(=O)CSCC(=O)N(C)Cc2ccc(Cl)c(Cl)c2)no1
→ 0 | 826 | i | 54 | -1%
- COc1cc(-c2nnc(COC(=O)c3cc(C)no3)o2)cc(OC)c1OC
→ -9 | 682 | i | 20 | -3%
- CC1(C)OCC(C2CC(c3ccccc3)NS(=O)(=O)O2)O1 (stereo not drawn)
→ 0 | 790 | i | 48 | -2%
- CCCCOc1ccc(N(CC(=O)NCc2ccco2)C(=O)CCC(=O)Nc2nccs2)cc1
→ -1 | 774 | i | 53 | 0%

Random excerpt: two entries already listed
Values run as follows: Hep lipid drop | Hep lipid drop cells 6.5 µM | T cell HTS | T cell HTS vesicle-bound % | Salmonella PhoP GFP
- CCC(=O)c1cn(CC(=O)Nc2cccc(C)c2C)c2ccccc12
→ -148 | 637 | i | 57 | -3%
- C=C1CCC[C@]2(C)C[C@H]3OC(=O)C(CNC(CC)CO)[C@H]3CC12 (stereo partly drawn)
→ -2 | 846 | i | 13 | 5%
